Screening data: PubChem, National Center for Advancing Translational Sciences (NCATS)
mIDH1 inhibitor – blocks human mutant IDH1 R132H enzyme; IDH1-R132H enzyme, NADPH consumption, diaphorase/resazurin fluorescence; Potency, µM (titrated, usually from 76.6 µM), for the others: top-dose activity change, negative = inhibition, usual class: inhibitors; 390,000 tested, 0.093% active; note: potency is the fitted concentration of half-maximal effect; % is set by controls: 0 for no effect and ±100 for the full control effect; nearly all actives have a fitted effect of over 65% in size
Target sequence (O75874 whole entry R132H, stated change not applied): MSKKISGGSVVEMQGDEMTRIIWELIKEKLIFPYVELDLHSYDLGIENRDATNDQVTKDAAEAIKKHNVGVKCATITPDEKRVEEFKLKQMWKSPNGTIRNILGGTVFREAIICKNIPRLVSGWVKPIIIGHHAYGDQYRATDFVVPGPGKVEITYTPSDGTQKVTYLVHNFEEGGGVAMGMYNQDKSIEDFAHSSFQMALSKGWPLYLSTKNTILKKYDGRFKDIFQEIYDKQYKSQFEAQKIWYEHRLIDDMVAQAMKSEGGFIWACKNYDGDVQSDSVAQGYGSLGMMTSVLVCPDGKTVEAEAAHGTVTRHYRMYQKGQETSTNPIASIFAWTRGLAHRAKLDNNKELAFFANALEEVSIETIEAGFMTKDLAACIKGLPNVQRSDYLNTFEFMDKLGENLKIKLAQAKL
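IDH1-R132H (0.5 ug/mL dispensed) in pH 7.5 Tris buffer was preincubated 30 min with compound, then given a substrate mix of 0.016 mM NADPH and 2 mM alpha-KG for 80 min at room temperature; remaining NADPH was read by diaphorase/resazurin fluorescence.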
TrxR1 substrate – substrates of rat thioredoxin reductase 1. O89049. purified TrxR1 substrate turnover, NADPH consumption readout. Potency, µM (top dose mostly 114 µM), for the others: top-dose activity change, negative = substrate turnover. 390,000 tested, 0.01% active; note: potency is the fitted concentration of half-maximal effect; % is set by controls: 0 for no effect and ±100 for the full control effect; nearly all actives have a fitted effect of over 50% in size
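Rat TrxR1, dispensed at 90 nM, was prereduced with 400 uM NADPH (final) for 5 min at ~22 deg C, then incubated with compound 15 min before 400 uM selenite. A first-read NADPH fluorescence drop versus no-compound background flagged substrates.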
rTrxR1 inhibitor – inhibitors of rat thioredoxin reductase 1 | recombinant rTrxR1, NADPH fluorescence consumption, selenite substrate | 390,000 tested, 1% active | Potency, µM (highest dose often 114 µM), for the others: at the highest dose activity change, negative = inhibition, usual class: inhibitors; note: potency is the fitted concentration of half-maximal effect; % is set by controls: 0 for no effect and ±100 for the full control effect; nearly all actives have a fitted effect of over 65% in size
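Rat TrxR1 (90 nM in the dispensed reagent) was pre-reduced with 400 uM NADPH for 5 min at room temperature, then incubated with compound for 15 min. After 400 uM selenite was added, NADPH fluorescence (Ex 340/Em 450 nm) was followed for 8 min.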
Vif-APOBEC3F blk – inhibitors of Vif-A3F interaction; Potency, µM (top dose mostly 46.1 µM), without a hit: at the top dose activity, negative = active; HeLa A3F-eYFP + Vif (tagged APOBEC3F with the HIV-1 protein that degrades it), YFP fluorescence increase; 390,000 tested, 0.2% active; note: potency is the fitted concentration of half-maximal effect; % of control where 0% means no effect; nearly all actives have a fitted effect of over 65% in size
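HeLa cells stably expressing A3F-eYFP plus Vif, plated and incubated overnight at 37 deg C, then exposed to compounds overnight at 37 deg C. Blocked degradation read as raised yellow fluorescence (Ex 488/Em 500-530).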
Vif-APOBEC3G blk – blocks the Vif interaction with human APOBEC3G | HeLa A3G-eYFP + Vif (tagged APOBEC3G with the HIV-1 protein that degrades it), YFP fluorescence, overnight | AID 602310 | Potency, µM (highest dose often 46.1 µM), without a hit: top-dose activity, negative = active, hits mostly inhibitors | 410,000 tested, 0.076% active;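 note: potency is the fitted concentration of half-maximal effect; % is set by controls: 0 for no effect and ±100 for the full control effect; nearly all actives have a fitted effect of over 60% in size; hits raise eYFP signal because A3G escapes Vif-driven loss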
Target sequence (Q9HC16 whole entry, looked up): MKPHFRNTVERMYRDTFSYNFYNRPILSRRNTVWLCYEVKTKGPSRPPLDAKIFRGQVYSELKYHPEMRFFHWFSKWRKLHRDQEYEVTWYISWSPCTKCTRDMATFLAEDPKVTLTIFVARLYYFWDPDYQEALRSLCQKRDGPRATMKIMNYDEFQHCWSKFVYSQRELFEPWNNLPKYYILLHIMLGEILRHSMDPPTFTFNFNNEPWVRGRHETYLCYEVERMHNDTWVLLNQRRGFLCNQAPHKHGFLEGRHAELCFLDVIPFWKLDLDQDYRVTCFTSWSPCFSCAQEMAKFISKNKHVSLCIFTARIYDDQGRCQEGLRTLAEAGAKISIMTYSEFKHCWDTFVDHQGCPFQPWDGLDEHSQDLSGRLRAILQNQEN
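Read-out is eYFP fluorescence (Ex 488/Em 500-530) from Vif-expressing HeLa A3G-eYFP cells; more signal means A3G escaped Vif-mediated degradation. Cells plated overnight, compound pinned in, incubated overnight at 37 deg C.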
LDHA block – inhibitors of human lactate dehydrogenase A; P00338; purified LDHA, NADH/diaphorase-resazurin fluorescence; hits give low values; activity change, % (values are at about 110 or 230 µM); 480,000 tested, 0.15% active; AID 1347041; in the data active = activity change below about -30%; inconclusive = mostly about -25% to -30%;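 note: plate controls were DMSO wells for no effect and wells without enzyme for full effect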
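Enzyme activity of human lactate dehydrogenase 5 (2 nM; 0.06 mM NADH, 0.2 mM pyruvate, 5 min, RT) is measured via a resazurin/diaphorase fluorescence readout of residual NADH.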
USP1 inh – USP1/UAF1 (human) deubiquitinase inhibition; O94782; recombinant USP1/UAF1, Ub-Rhodamine cleavage fluorescence; Potency, µM (titrated, usually from 57.1 µM), without a hit: top-dose activity change, negative = inhibition, hits mostly inhibitors; 390,000 tested, 0.23% active; AID 743255; note: potency is the fitted concentration of half-maximal effect; % is set by controls: 0 for no effect and ±100 for the full control effect; nearly all actives have a fitted effect of over 60% in size; inactives centre near -12
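In this screen, compounds sit with the deubiquitinase complex (1nM) for 15 min at room temperature before Ub-Rho is added at 150nM final. Fluorescence rise is then followed for 6 reads every 60 seconds.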
GRP78 ERSR act – inducers of ER stress response in human glioma cells; U87-MG GRP78 promoter luciferase reporter, 16 h; Potency, µM, inactives show top-dose activation, hits mostly activators; 420,000 tested, 0.02% active; note: potency is the fitted concentration of half-maximal effect; series mostly up to about 76 µM; % of control where 0% means no effect; nearly all actives have a fitted effect of over 35% in size
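ERSR induction read as luciferase luminescence (Bright-Glo, 10 min at room temperature) in stably transfected human U87-MG glioma cells exposed to compounds for 16 h, using GRP78 as sensor.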
RGS4 inh – inhibitors of human regulator of G protein signaling 4. 390,000 tested, 0.039% active. Transcreener GDP fluorescence polarization, RGS4-accelerated GTP hydrolysis. P49798. Potency, µM (doses to about 114 µM), for inactives: top-dose activity change, negative = inhibition, usual class: inhibitors; note: potency is the fitted concentration of half-maximal effect; % is set by controls: 0 for no effect and ±100 for the full control effect; nearly all actives have a fitted effect of over 75% in size; some results filed as inactive show a strong effect at the top dose
Target sequence (P49798 whole entry, looked up): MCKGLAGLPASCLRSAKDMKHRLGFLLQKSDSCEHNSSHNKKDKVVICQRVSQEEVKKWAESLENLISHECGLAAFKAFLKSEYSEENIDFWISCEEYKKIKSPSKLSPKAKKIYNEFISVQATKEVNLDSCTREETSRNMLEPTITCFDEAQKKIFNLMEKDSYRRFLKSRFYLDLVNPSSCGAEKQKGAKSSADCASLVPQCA
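MLSMR compounds (23 nl, pin-transferred) preincubated 10 min at room temperature with a 500nM (2x) first reagent, then RGS4 at 900nM (2x) plus Transcreener GDP mix added; fluorescence polarization (620/688 nm) read before and after 90 min at 30 °C.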
An asterisk follows results filed as active; ? = inconclusive; . = no result given; & = joins results of further samples; [ ] = dose if it differs, or a comment. Unless noted, calls come from the whole dose curve; as a rule, active = well fitted curve in the direction sought with a large enough effect; inconclusive = small, poorly fitted or top-dose-only effect, or another doubt; inactive = no such curve, though single readings can be large; an effect the other way counts as inactive or inconclusive.

mIDH1 inhibitor	TrxR1 substrate	rTrxR1 inhibitor	Vif-APOBEC3F blk	Vif-APOBEC3G blk	LDHA block	USP1 inh	GRP78 ERSR act	RGS4 inh	canonical_smiles
3%	-14%	?	-1%	-5%	2	-6%	-2%	-36%	COC(=O)c1c(NS(C)(=O)=O)sc2c1CCCC2
3%	43%[activator]	-2%	2%	0%	7	-10%	-2%	?	COc1cc2c(cc1OC)C(C1C(=O)CC(C)CC1=O)N(C(=O)CCl)CC2 (stereo not drawn)
1%	-6%[57.1 µM]	6%[57.1 µM]	-8%	-4%	-10	-12%	2%	26%	COc1ccccc1C(=O)NC(CCSC)C(=O)OC(C)C(N)=O (stereo not drawn)
-9%	-3%[57.1 µM]	-28%	-16%	?	1	-12%	1%	-43%	CCOc1ccc(-c2cn(-c3ccccc3OC)c(=S)[nH]2)cc1
3%	-1%	-20%	-4%	0%	-12	0%	1%	-14%	S=C(Nc1ccccc1)Nc1cccc(Cl)c1Cl
-8%	-7%	4%	4%	-4%	-2	-11%	6%	20%	Cc1cccc(OCc2nnc(-c3ccc(F)cc3)o2)c1
6%	-5%	-9%	-11%	-11%	6	-23%	-2%	?	Cc1cccc(Nc2nc3c(s2)CCCC3)c1
7%	68%&53%	-3%[57.1 µM]	-1%	4%	-2&6	-13%&-13%	-5%	-11%&-17%	CCCCN(CC)CCCNC(=O)c1cc2c(=O)[nH]c3ccccc3c2s1
7%	9%	-15%	-23%	-5%	2	-17%	-1%	2%	COC(=O)c1ccc2c(c1)NC(=O)C(N1CCCC1)S2 (stereo not drawn)
20%	-8%	-5%	2%	-3%	-3	-18%	-3%	6%	Cc1nn(-c2ccccc2)c(C)c1NC(=O)COc1ccc([N+](=O)[O-])cc1
3%	92%[activator][57.1 µM]	90%[activator][57.1 µM]	2%	-4%	-3	-7%	-6%	?	Cc1ccc(NC(=O)c2cnc(N3CCN(c4ccccn4)CC3)c3ccccc23)c(Br)c1
2%	0%	?	4%	3%	1	-1%	-4%	-15%	CC1(C)C(c2ccco2)=[N+]([O-])C2(CCCCC2=O)N1O (stereo not drawn)
0%	-7%	12%	-10%	-8%	0	-17%	1%	5%	O=C(CC1C(=O)NCCN1C(=O)Nc1ccccc1)Nc1cc(Cl)cc(Cl)c1 (stereo not drawn)
3%	3%	11%	0%	2%	0	-13%	1%	-30%	O=[N+]([O-])c1ccc(C2NS(=O)(=O)N=C3CCCCCN32)cc1 (stereo not drawn)
-2%	-4%	0%	3%	1%	-5	2%	-2%	9%	CC(NC(=O)C1CCN(S(=O)(=O)c2cnc[nH]2)CC1)c1ccccc1 (stereo not drawn)
1%	6%	9%	3%	-1%	-3	-11%	-1%	-2%	COC(=O)C(Cc1ccc(O)cc1)NC(=O)c1ccccc1 (stereo not drawn)
0%	2%	8%	4%	-7%	-7	-4%	-1%	8%	COc1ccc(CCNC(=O)c2c(C)nn(CC(C)C)c2Cl)cc1
6%	2%	9%	3%	1%	-7	-6%	-2%	-2%	O=C1C2C3C=CC(C3)C2C(=O)N1c1n[nH]c(CCc2ccccc2)n1 (stereo not drawn)
7%	-11%	-13%	1%	-1%	-7	-15%	-1%	6%	Cc1cc(NC(=O)c2ccc3c(c2)OCO3)ccc1NC(=O)c1ccco1
5%	12%[57.1 µM]	15%	-6%	2%	-8	-10%	-3%	11%	COc1ccccc1CC(=O)Nc1ccccc1O
-8%	-9%	-10%	-3%	-6%	-3	?	0%	-18%	CCCN(C(=O)COc1cc(=O)n(CC)c2ccccc12)c1ccc(C(C)C)cc1
5%	12%[11.4 µM]	17%[11.4 µM]	6%	-2%	-3	-19%	-2%	17%	CN(CCC#N)C(=S)Nc1ccc(F)cc1
-1%	-13%	-9%	-2%	0%	-2	-3%	-3%	26%	Cc1ccc(-n2ncc3c2CCCC3NC(=O)CCc2c(C)noc2C)cc1C (stereo not drawn)
2%	-2%	7%	7%	-2%	-7	1%	1%	29%[11.4 µM]	O=C(NCc1ccc2c(c1)OCO2)c1ccc2c(c1)OCCO2
7%	-4%	0%	-4%	-1%	-1	-22%	-1%	-5%	Cc1ccc(C)c(OCC(=O)Nn2c(C)nc3ccccc3c2=O)c1
10%	-14%[57.1 µM]	-19%[57.1 µM]	?	-20%	-2	?	-4%	30%	CCOC(=O)c1c(NC(=O)c2ccccc2Cl)sc2c1CCCC2
-1%	-5%	4%	6%	1%	-1	-20%	-5%	-34%	CC12CCC(c3nnc(SCC(=O)Nc4cccc5ccccc45)nc31)C2(C)C (stereo not drawn)
2%	-11%	-3%	-9%	-2%	-12	2%	-5%	16%	O=C(N/C(=C\c1cccc([N+](=O)[O-])c1)C(=O)N1CCCCC1)c1cccs1
0%	1%	15%	4%	0%	-10	-24%	-1%	-7%	CCC(=O)Nc1ccccc1C(=O)OCC(=O)c1cccc2ccccc12
-3%	1%[57.1 µM]	10%[57.1 µM]	3%	0%	-3	?	-2%	-5%	CC(=O)Nc1cccc(NCC(=O)Nc2cc(S(=O)(=O)N3CCCCC3)ccc2Cl)c1
4%	5%[57.1 µM]	12%[57.1 µM]	4%	0%	-6	-17%	-5%	8%	COc1ccc(S(=O)(=O)N2CCOCC2)cc1NC(=O)CN1CCCCCC1
1%	-9%	16%[57.1 µM]	10%	-1%	-2	-7%	-2%	17%	COc1cc(OC)c(NC(=O)CCNS(=O)(=O)c2cc(Br)cnc2N)cc1Cl
2%	2%	8%	15%	1%	-2	-7%	-6%	-20%	C=CCN(CC=C)C(=O)c1cccc(OC2CCN(S(=O)(=O)N(C)C)CC2)c1
0%	-3%	15%	-9%	0%	-2	-18%	-5%	-31%	CCOCCCNC(=O)C1CCC(CNS(=O)(=O)c2ccc(Cl)cc2)CC1 (stereo not drawn)
5%	-5%	8%	7%	1%	-3	-13%	-5%	-27%	CCN(CC)S(=O)(=O)c1ccc(N2CCCC2)c(NC(=O)c2ccc(N3CCCC3=O)cc2)c1
4%	282%[activator]	-33%	-8%	0%	-12&5	-19%	-3%	4%	CCCCc1cc(=O)oc2cc(C)cc(OC(C)C(=O)O)c12 (stereo not drawn)
-1%	-6%	-4%	-10%	0%	-6	-7%	-1%	20%	Cc1ccc(CO)cc1Nc1ncnc2onc(-c3ccc(F)cc3)c12
-4%	4%	43%[activator]	2%	2%	-5	-17%	-3%	-2%	COc1ccccc1NC(=O)c1ccc(NC(=O)CSc2nc(N)cc(=O)[nH]2)cc1
22%	4%[2.29 µM]	1%[2.29 µM]	-8%	-10%	-6	-15%	-9%	-3%	Cc1cccc(S(=O)(=O)Nc2cc(Cl)ccc2N2CCOCC2)c1
1%	-5%	4%	5%	-1%	-1	-21%	-5%	-21%	Cc1nn(Cc2ccc(C(=O)N/N=C/c3ccncc3)o2)c(C)c1Cl
7%	5%	5µM*	0%	5%	18	2%	2%	-3%	COc1ccc(NC(C)=O)c([N+](=O)[O-])c1[N+](=O)[O-]
3%	17%	-17%	1%	2%	-17	-2%	6%	4%	O=C(c1cc2nc(-c3ccco3)cc(C(F)(F)F)n2n1)N1CCCCCC1
-2%	-5%	1%	-3%	-1%	2	-11%	3%	-15%	Cc1cc(C)c(C(=O)COC(=O)C2CCN(c3ccc(C(F)(F)F)cn3)CC2)cc1C
2%	3%	6%	1%	?	0	-8%	0%	8%	Cc1cc(C(=O)OCC(=O)NCc2ccco2)c(C)n1-c1ccc(F)cc1
6%	9%	?	-9%	-5%	-2	-9%	-2%	-41%	CCOc1ccccc1-n1nnnc1SCC(=O)NC(=O)NCc1ccco1
11%&3%	5%&3%	16%&0%	-6%&-11%	-2%&-5%	-1&2&2	-17%&-13%	-2%&-2%	20%&-18%	CCN1CCN(CCCNC(=O)CS(=O)(=O)Cc2nc(-c3ccccc3C)oc2C)CC1
1%	11%[57.1 µM]	13%[57.1 µM]	2%	0%	5	-2%	-4%	-26%	Cc1cc[n+](CCC(=O)O)c2ccccc12
-3%	-4%	-9%	3%	-1%	-19	-6%	1%	14%	O=C(COC(=O)c1c(F)cccc1F)NCc1cccs1
5%	4%	16%	0%	?	-2	-15%	8%	7%	CCOc1ccc(S(=O)(=O)Oc2ccc3ccccc3c2)cc1
9%	-1%	-2%	.	1%	0	-25%	3%	14%	CC(C)OC(=O)NCCOC(=O)Nc1ccc(Cl)c(Cl)c1

An excerpt from above, showing only LDHA block, rTrxR1 inhibitor and Vif-APOBEC3F blk:
Molecule	LDHA block	rTrxR1 inhibitor	Vif-APOBEC3F blk
Cc1cc[n+](CCC(=O)O)c2ccccc12	5	13%[57.1 µM]	2%
O=C(COC(=O)c1c(F)cccc1F)NCc1cccs1	-19	-9%	3%

These rows are one share of the data; rates above refer to the full screens.
